High-throughput results from PubChem.
Rab7 wt modul = alters GTP binding to wildtype dog Rab7; GST-Rab7 beads, fluorescent GTP binding, flow cytometry; actives lie on both sides; untreated = 100%, excess cold GTP = 0%; GTP binding activity (percent of control), % at 10 µM; hit rate 0.055% among 190,000; AID 758;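 active means fluorescent GTP binding to Rab7 beads changed by at least 20 points from the 100% baseline, either direction, mostly lower; inconclusive means compound itself probably fluorescent, or too few beads counted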;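 further: median green fluorescence of bound Bodipy-FL-GTP per Rab7 bead population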
Bcl-XL Bim block = human Bim-Bcl-XL interaction inhibition. inhibition, % at 10 µM. Bim peptide-Bcl-XL binding, bead flow cytometry, fluorescence. AID 1007. hit rate 0.04% among 190,000
HRas wt GTP bind = changes GTP binding to wildtype human HRas; GTP binding activity, % at 10 µM; GST-Ras wt beads, Bodipy-FL-GTP binding, flow cytometry; actives lie on both sides; hit rate 0.14% among 190,000; AID 759;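 active means GTP binding activity at least 20% away from the 100% baseline, either lowered as inhibitor or raised as activator; inconclusive means flagged as likely green fluorescent, judged across all proteins in the well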;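 further: 0% = unlabeled GTP competition control and 100% = no-compound control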
Target sequence (P01112 whole entry, looked up): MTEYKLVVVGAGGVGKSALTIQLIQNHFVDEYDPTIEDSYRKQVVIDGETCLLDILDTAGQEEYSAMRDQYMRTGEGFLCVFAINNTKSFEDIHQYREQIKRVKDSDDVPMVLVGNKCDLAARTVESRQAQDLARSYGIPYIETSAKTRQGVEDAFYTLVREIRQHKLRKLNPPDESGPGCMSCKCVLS
Rac1 act GTP bind = alters GTP binding to activated mutant human Rac1 | GST-Rac1 activated beads, fluorescent GTP binding, flow cytometry; actives lie on both sides; 100% means binding = to untreated wells | percent activity (GTP binding), % at 10 µM | hit rate 0.11% among 190,000 | P63000;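 active means GTP binding at least 20 percentage points away from the 100% baseline, in either direction, so actives lie on both sides; inconclusive means Compound likely fluorescent itself, or too few beads counted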
Bim-Bcl-W = human Bim-Bcl-W interaction inhibition; inhibition, % at 10 µM; AID 952; hit rate 0.02% among 190,000; bead-based flow cytometry, Bim peptide-Bcl-W binding;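 further: 0% = bound tracer without compound and 100% = peptide blocker; higher means less fluorescent Bim peptide bound to Bcl-W beads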
Rac1 wt GTP bind = human Rac1 wildtype GTP binding, inhibitors and activators. GTP binding activity (% of control), % at 10 µM. hit rate 0.27% among 190,000. P63000. AID 757. GST-Rac1 beads, fluorescent GTP binding, flow cytometry; actives lie on both sides; 0 = cold GTP competed, 100 = untreated;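 active means GTP binding activity at least 20 points away from the 100% control level, either lower or higher; inconclusive means compound flagged as likely green fluorescent, judged across all proteins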
Bfl-1 Bim block = disrupts Bim binding to human Bfl-1 | Bead-based flow cytometry, Bim-Bfl-1 binding inhibition | inhibition, % at 10 µM | hit rate 0.12% among 190,000;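 further: 0% = wells without compound plus tracer and 100% = blocker peptide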
Bim-Bcl-2 = human Bim-Bcl-2 interaction inhibition; P10415; Bead-based flow cytometry, Bim peptide-Bcl-2 binding; inhibition, % at 10 µM; hit rate 0.06% among 190,000; AID 950; in the data active means inhibition above about 40%; inconclusive means no clear call, values can overlap the other calls;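 further: 0% = no compound wells with probe peptide and 100% = reference peptide inhibitor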
Target sequence (P10415 whole entry, looked up): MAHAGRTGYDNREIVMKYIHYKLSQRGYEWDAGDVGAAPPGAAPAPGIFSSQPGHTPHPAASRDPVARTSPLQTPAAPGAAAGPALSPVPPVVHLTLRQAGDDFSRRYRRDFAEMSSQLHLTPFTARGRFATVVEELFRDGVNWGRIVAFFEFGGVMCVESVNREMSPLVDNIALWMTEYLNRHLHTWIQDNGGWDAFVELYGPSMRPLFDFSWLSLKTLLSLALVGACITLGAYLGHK
Bim-Bcl-B = inhibitors of Bim-Bcl-B interaction, human; Q9HD36; bead-based flow cytometry, Bim peptide-Bcl-B binding; inhibition, % at 10 µM; hit rate 0.073% among 190,000; AID 951;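 further: 0% = tracer peptide without compound and 100% = reference inhibitor peptide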
Target sequence (Q9HD36 whole entry, looked up): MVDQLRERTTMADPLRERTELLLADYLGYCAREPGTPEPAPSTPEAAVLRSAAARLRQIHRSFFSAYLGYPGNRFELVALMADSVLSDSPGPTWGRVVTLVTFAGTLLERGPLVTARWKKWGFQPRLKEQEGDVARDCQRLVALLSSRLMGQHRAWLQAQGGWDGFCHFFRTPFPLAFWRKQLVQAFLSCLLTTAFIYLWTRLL
Rab2 wt GTP = changes GTP binding to wildtype dog Rab2A, up or down; GST-Rab2 wt beads, Bodipy-GTP binding, flow cytometry; GTP binding activity, % at 10 µM; hit rate 0.19% among 190,000; AID 760;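 active means GTP binding activity at least 20 points away from 100%, either lowered or raised; inconclusive means signal likely due to the compound's own green fluorescence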;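 further: 0% = beads with excess unlabeled GTP and 100% = no-compound control corrected for plate trend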
Cdc42 wt = human Cdc42 wildtype GTP binding change, either direction. GST-Cdc42 beads, Bodipy-GTP binding, flow cytometry; actives lie on both sides. AID 761. percent activity (GTP binding), % at 10 µM. hit rate 0.2% among 190,000;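 active means percent activity GTP binding at least 20 points away from the 100% baseline, either down as inhibitor or up as activator; inconclusive means compound flagged as likely green fluorescent from well-wide comparison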;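 further: median bead fluorescence of bound Bodipy-FL-GTP at 100 nM; 0% = excess unlabeled GTP control and 100% = no compound control; below 100% means less GTP binding so inhibitor and above means activator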
Target sequence (P60953 whole entry, looked up): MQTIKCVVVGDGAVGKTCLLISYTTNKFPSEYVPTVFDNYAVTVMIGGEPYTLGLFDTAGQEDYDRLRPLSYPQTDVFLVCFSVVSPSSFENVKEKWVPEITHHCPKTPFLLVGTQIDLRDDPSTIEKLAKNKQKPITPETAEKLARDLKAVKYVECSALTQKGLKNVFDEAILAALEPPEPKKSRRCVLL
An asterisk follows results filed as active; ? = inconclusive. Unless noted, no stated cut-off is given here; in the data, active means inhibition above about 40%.

Molecule	Rab7 wt modul	Bcl-XL Bim block	HRas wt GTP bind	Rac1 act GTP bind	Bim-Bcl-W	Rac1 wt GTP bind	Bfl-1 Bim block	Bim-Bcl-2	Bim-Bcl-B	Rab2 wt GTP	Cdc42 wt
O=C(COC(=O)/C=C/c1ccccc1Cl)NCc1ccccc1	97	-4	98	95	-6	101	-4	-9	-8	97	95
COC(=O)c1cc(-c2c(C)oc3cc(OC(C)C)ccc3c2=O)c(C)o1	102	0	100	98	0	101	0	-1	-2	100	102
CCCCCC(=O)NC(=S)Nc1ccc(NC(=O)c2ccco2)cc1	94	-6	95	98	-1	98	0	-1	-6	98	99
CCOCCCNc1ccc(N2C(=O)C3CCCCC3C2=O)cc1[N+](=O)[O-] (stereo not given)	99	-2	105	103	-4	105	-7	-4	-6	100	104
Cc1nc(NC(=O)/C=C/c2ccc(C(C)(C)C)cc2)sc1C(=O)N(C)C	101	-3	101	100	-2	106	0	-2	-4	101	102
CCC(=O)NCCn1c(C)cc2ccccc21	98	-2	100	99	2	104	-8	-4	-3	99	99
CN1CCC(=NNC(=O)CN(c2cccc(Br)c2)S(C)(=O)=O)CC1	104	0	100	95	-1	102	-4	-2	-3	100	101
CS(=O)(=O)N(Cc1cc2ccccc2[nH]c1=O)C1CCCCC1	94	0	103	101	-1	102	0	1	-2	104	104
O=C(CN1C(=O)CC(c2ccccc2)=Nc2ccccc21)NCc1ccco1	99	-5	99	99	1	105	-13	-6	-7	100	103
CCN(CC)c1ccc(NC(=O)COC(=O)C23CCC(=O)N2c2ccccc2S3)cc1 (stereo not given)	101	-3	101	100	2	102	0	-6	-4	101	103
NC(N)=N/N=C/c1ccc(Cl)c([N+](=O)[O-])c1	103	-1	98	94	-2	93	-7	0	0	97	94
COc1ccccc1C(=O)Nc1ccccc1C(=O)N1C(C)CCCC1C (stereo not given)	96	-6	96	95	-4	98	5	1	0	95	97
CCc1cc(=O)oc2cc3occ(-c4ccc(OC)c(F)c4)c3cc12	102	-5	99	97	-18	104	-8	-9	-26	99	103
CC(=O)c1cc(-c2ccccc2)n(CCC(=O)NC2CCCC2)c1C	110	0	100	97	-5	102	-9	-4	-3	100	100
O=C(c1ccco1)N1CCN(C(=O)c2cc(-c3ccccc3)nc3ccccc23)CC1	105	0	106	103	0	110	-2	1	1	103	108

Brought forward from above: three compounds; new compounds follow.
Molecule	Rab7 wt modul	Bcl-XL Bim block	HRas wt GTP bind	Rac1 act GTP bind	Bim-Bcl-W	Rac1 wt GTP bind	Bfl-1 Bim block	Bim-Bcl-2	Bim-Bcl-B	Rab2 wt GTP	Cdc42 wt
CCc1cc(=O)oc2cc3occ(-c4ccc(OC)c(F)c4)c3cc12	102	-5	99	97	-18	104	-8	-9	-26	99	103
CC(=O)c1cc(-c2ccccc2)n(CCC(=O)NC2CCCC2)c1C	110	0	100	97	-5	102	-9	-4	-3	100	100
O=C(c1ccco1)N1CCN(C(=O)c2cc(-c3ccccc3)nc3ccccc23)CC1	105	0	106	103	0	110	-2	1	1	103	108
O=C1C2C3C=CC(C3)C2C(=O)N1/N=C/c1cc(Br)cc([N+](=O)[O-])c1O (stereo not given)	100	-8	99	94	-1	102	-19	-13	-6	96	98
CC(C)CC(C(=O)Nc1ccc2c(c1)OCCO2)N1C(=O)c2ccccc2C1=O (stereo not given)	98	-1	99	97	1	98	-4	-2	2	97	99
CCCCc1ccc(-n2c(Cc3cccs3)n[nH]c2=S)cc1	90	-5	94	91	1	94	-2	-3	-16	94	97
Clc1ccc2nnnc(-c3ccccc3)c2c1	101	-2	101	100	-3	105	0	2	0	99	102
CCn1cc(S(=O)(=O)N2CCN(Cc3ccc(F)cc3)CC2)cn1	92	-1	94	93	1	97	0	-2	0	95	96
CCOCCc1nnc(NC(=O)COC)s1	101	-1	103	101	-4	109	0	-1	-3	103	103
CCN(C(=O)COC(=O)c1cccn1C)C1CCS(=O)(=O)C1 (stereo not given)	106	-1	102	96	0	102	-3	1	-3	102	98
COc1ccc(Cl)cc1NC(=S)N1CCN(C(=O)C2CCCO2)CC1 (stereo not given)	106	-3	99	98	0	103	-2	-5	-3	100	100
c1ccc(-c2ccc(-c3ccccn3)nn2)nc1	99	2	100	98	1	99	4	2	-1	101	99
Cc1nnc(-c2cnn(-c3ccccc3)c2N)n1Cc1ccncc1	98	1	101	98	-1	101	0	2	0	101	102
Cc1ccc(NC(=O)c2ccccc2)cc1	?	-2	?	?	-4	?	0	3	-1	?	?
Cc1ccc(-c2nc(Nc3cccc(C)c3)sc2CC(=O)O)cc1	95	-1	94	91	3	93	0	-2	-3	95	94
Nc1[nH]nc2nc(N3CCOCC3)nc(-c3ccccc3)c12	101	0	99	96	2	100	-4	-2	-4	98	99
CC1C/C(=C/c2ccco2)C(=O)/C(=C/c2ccco2)C1 (stereo not given)	94	17	98	95	18	97	22	16	-2	96	97
CCn1c(CSc2nc3ccccc3s2)nnc1SCC(=O)c1ccc(O)c(O)c1	104	-32	105	97	-2	107	-10	-4	-6	101	102
COc1cc(C2C(C#N)=C(N)Oc3c2oc(CO)cc3=O)cc(OC)c1OC (stereo not given)	98	0	100	99	-1	103	-10	-5	-4	98	102
Brc1cccc(-c2nnco2)c1	102	-7	99	98	-4	103	-10	-8	-9	103	103
N#Cc1cc([N+](=O)[O-])ccc1Oc1cccc(/C=N/NC(=O)c2ccc(Cl)cc2)c1	99	-5	101	100	1	102	-13	-3	-5	99	102
CCCc1[nH]nc2c1C(c1cc(OC)ccc1F)C(C#N)=C(N)O2 (stereo not given)	98	-1	97	97	0	97	0	-2	-1	98	96
COc1ccc(NC(=O)c2cc(=O)c3ccccc3o2)cn1	97	-3	99	95	0	96	-2	-4	1	98	98
O=C(OCc1cncs1)c1ccccc1	103	-1	97	95	1	101	-3	0	-5	99	98
O=S(=O)(Cc1ccccc1Cl)NCCOc1ccccc1	95	0	101	101	-3	102	-2	-2	-2	99	103
Cc1ccc(C(=O)Nc2ccc(C(=O)N/N=C/c3c[nH]c4ccccc34)cc2)cc1	94	-5	93	97	-2	89	2	-7	-6	95	94
Cc1ccc(NC2Sc3ccccc3NC2=O)cc1 (stereo not given)	98	-7	94	93	-1	97	1	-2	-29	95	92
CCOC(=O)C1=C(C)NC(=O)C1CC(=O)Nc1ccccc1 (stereo not given)	100	-7	95	99	-3	99	-3	-2	-1	97	99
Cc1ccc(S(=O)(=O)C(C#N)=C2N(C)c3ccccc3N2C)cc1	93	1	95	95	2	97	0	3	2	98	94
C/C(CCc1ccc2c(c1)OCO2)=N\NC(=O)c1ccccc1Br	99	0	98	94	2	99	4	2	1	98	96
O=C(CN(Cc1ccccc1)C1=NCCS1)c1ccccc1	97	-2	99	100	-2	104	0	0	-5	99	104
O=[N+]([O-])c1cccc(/C=C/c2nc(C=Nc3ccc4ccccc4c3)c(O)o2)c1	111	0	107	102	2	105	3	4	-1	109	110
Cc1ccccc1-c1cc(C(=O)Nc2sc(C(=O)OC(C)C)c(C)c2C#N)c2ccccc2n1	97	-8	98	96	-3	101	-1	-9	-37	95	99
O=C(CN1C(=O)NC2(CCc3ccccc32)C1=O)Nc1ccc(N2CCOCC2)cc1 (stereo not given)	103	-2	104	100	1	105	-11	-6	-7	105	103
CCOC(=O)c1c(-c2ccc(C)cc2)csc1NC(=O)CCN1CCOCC1	99	-5	100	99	-3	104	-4	-2	-4	97	100
CCOc1ccc(NC(=O)NC2CC(=O)N(c3ccc(OC)cc3)C2)cc1 (stereo not given)	93	0	94	93	-2	96	4	0	4	94	94
Cc1ccc(OCC(=O)N2CCc3ccccc32)c([N+](=O)[O-])n1	110	-2	101	98	-1	104	-3	-3	0	103	101
O=C(CSc1nc(-c2ccco2)cc(C(F)(F)F)n1)N1CCc2ccccc2C1	100	-8	101	99	-3	100	-13	-9	-8	101	98
O=C(COC(=O)CNS(=O)(=O)/C=C/c1ccccc1)NC1CCS(=O)(=O)C1 (stereo not given)	95	1	101	100	0	101	0	2	2	102	103
O=C(C1=C[C@H](c2csc3ccccc23)C[C@H](OCc2ccc(CO)cc2)O1)N1CCN(Cc2ccccc2)CC1	95	-3	94	93	0	97	-6	-4	-7	94	94
Cc1c(N/C(=N/S(=O)(=O)c2cc([N+](=O)[O-])ccc2Cl)c2ccccc2)c(=O)n(-c2ccccc2)n1C	105	-1	98	96	0	99	-5	-4	-3	98	97
CC(=O)Nc1ccc(CN2CCCC(C(=O)c3ccc(C(F)(F)F)cc3)C2)cc1 (stereo not given)	87	-5	94	97	0	97	-5	-4	-3	96	94
